Screening data as filed in PubChem.
NS3 helicase inh – blocks Hepatitis C virus NS3 helicase unwinding; NS3 helicase DNA unwinding, Cy5 molecular beacon fluorescence; inhibition, % at 10.9 µM; actives 0.56% (n = 290,000); AID 1800;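 active = inhibition above the mean of all tested compounds plus 3 SD, set per campaign, cut at about 35% in these data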;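 also: 0% = DMSO wells and 100% = thioflavine S control wells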
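System: Hepatitis C virus NS3 helicase domain fragment enzyme | Reagent: Annealed dual-labelled DNA beacon duplex, ATP-started | Compound dosing: 10.9 µM single point, 0.8% DMSO | Incubation: 1 h reaction at 25 °C, ATP-initiated | Technique: Cy5 fluorescence | Evaluation: Percent inhibition from t60/t0 fluorescence ratio | Benchmarks: Low DMSO, high thioflavine S at 110 µM | Replication: Singlicate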
SUMO HTRF inh – inhibitors of human SUMOylation (UBC9). P63279. HTRF SUMOylation assay, SAE1/SAE2 + UBC9, in vitro. inhibition, % at 35 µM. actives 0.36% (n = 290,000); in the data active = inhibition above about 50%, passing the limit was not always enough; also: strong numbers were not always called active
Target sequence (P63279 whole entry, looked up): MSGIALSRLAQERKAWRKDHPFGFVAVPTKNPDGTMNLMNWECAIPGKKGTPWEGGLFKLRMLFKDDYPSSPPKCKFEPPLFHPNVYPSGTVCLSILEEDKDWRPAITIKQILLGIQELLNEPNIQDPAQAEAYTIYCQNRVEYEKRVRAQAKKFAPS
MEKK3 PB1 HTS – modulators (inhibitors or enhancers) of MEK5 binding to human MEKK3 PB1 domain; Q99759; binding response (% of control), % at 10 µM; actives 1.4% (n = 290,000); bead-based flow cytometry, Alexa488-MEK5 binding to MEKK3; actives lie on both sides; 0 = blocked by unlabeled MEK5, 100 = vehicle;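 active = binding response more than 3 SD above or below the average of its plate-row segment, actives on both sides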;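 also: Alexa488 bead fluorescence after subtracting the streptavidin-only scavenger bead signal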
DNA FID counter – counter-screen for HCV NS3 helicase inhibitors: DNA intercalator displacement; actives 0.17% (n = 290,000); AID 1845; DNA fluorescent intercalator displacement, fluorescence; inhibition, % at 7.9 µM; in the data active = inhibition above about 37%;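 also: 0% = vehicle and 100% = reference compound; higher means more ethidium bromide displaced from hairpin DNA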
pCIP destab – lowers stability of the mouse p/CIP coactivator protein; Q05BA5; F442A p/CIP-EGFP cells, EGFP fluorescence, 16 h; decrease of EGFP signal, % at 10 µM; actives 0.01% (n = 290,000); AID 1984;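 active = EGFP signal decrease of at least 30% at 10 µM or well 3 SD below plate mean, unless failing retest; inactive = the rest, including hits failing retest or dose response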; also: some compounds called inactive have numbers as strong as hits; many of its hits are not listed in these tables
IDE cell activ – boosts human insulin-degrading enzyme activity in HEK cells. actives 0.073% (n = 340,000). activation, % at 5.96 µM. AID 493087. FAbeta-B cleavage, fluorescence polarization; 0% vehicle, 100% cell-free pure enzyme wells;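 active = activation above the mean of all tested compounds plus 3 SD, set per screening campaign, cut at about 17% in these data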
IMP-1 inh – inhibitors of Pseudomonas aeruginosa IMP-1 metallo-beta-lactamase | purified IMP-1, nitrocefin hydrolysis, epi-absorbance fluorescence | inhibition, % at 5.6 µM | actives 0.45% (n = 290,000) | AID 1556;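 active = inhibition above the mean plus 3 SD of all compounds in the same screening run, cut at about 4.5% in these data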;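 also: 0% = IMP-1 with DMSO and 100% = DMSO wells lacking enzyme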
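System: purified IMP-1 / Input: IMP-1 dispensed at 0.2 nM / Medium: 50 mM HEPES pH 7.1, 50 µM ZnSO4, 0.05% Brij 35 / Timing: 15 min enzyme–compound preincubation, then 25 min nitrocefin reaction, 25 °C / Technique: plate fluorescence quenching by hydrolysis product, ex 480/em 530 nm / Repeats: singlicate testing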
VIM-2 inhibitor – blocks Pseudomonas aeruginosa VIM-2 metallo-beta-lactamase. inhibition, % at 5.6 µM. purified VIM-2, nitrocefin hydrolysis, epi-absorbance fluorescence. actives 0.89% (n = 290,000). AID 1527;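 active = inhibition above the mean of all tested compounds plus 3 SD, cutoff set per screening run, cut at about 7.5% in these data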;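 also: red hydrolysis product quenches plate fluorescence so inhibitors raise well fluorescence; 0% = enzyme with DMSO and 100% = DMSO without enzyme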
PHOSPHO1 inh – PHOSPHO1 (human) inhibition. Q8TCT1. recombinant PHOSPHO1, absorbance phosphatase assay. inhibition, % at 13.3 µM. actives 1.1% (n = 290,000). AID 1565; in the data active = inhibition above about 60%
Target sequence (Q8TCT1 whole entry, looked up): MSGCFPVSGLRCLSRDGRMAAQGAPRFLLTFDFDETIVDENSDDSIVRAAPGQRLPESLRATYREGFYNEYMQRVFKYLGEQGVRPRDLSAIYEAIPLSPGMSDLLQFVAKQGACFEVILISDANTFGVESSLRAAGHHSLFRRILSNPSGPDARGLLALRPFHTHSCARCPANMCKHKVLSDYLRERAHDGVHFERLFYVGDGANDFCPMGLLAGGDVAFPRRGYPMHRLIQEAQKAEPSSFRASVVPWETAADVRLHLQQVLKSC
The depositor's hits bear a star; [ ] = another dose, or the depositor's remark.

nr	structure	IDE cell activ	DNA FID counter	IMP-1 inh	PHOSPHO1 inh	pCIP destab	MEKK3 PB1 HTS	SUMO HTRF inh	NS3 helicase inh	VIM-2 inhibitor
1	CC1CN(C(=O)Nc2ccc3c(c2)OCCO3)CC(C)O1 (stereo unspecified)	6	1	-5.8	16	1	92	8	-3	-4.8
2	O=[N+]([O-])C(=C1SCCS1)C(=C(Cl)Cl)N1CCCCC1	-5	7	-2.3	-17	-2	102	2	5	-1.5
3	CCN1CCCC1CNC(=O)c1cc2c(OC)c(OC)c(OC)cc2[nH]1 (stereo unspecified)	0	5	-1.6	28	-1	100	15	3	0.2
4	Cc1cc(C)n(C(=O)c2ccc(NC(=O)CC(C)C)cc2)n1	4	-18	-4.2	-42	8	96	12	6	1.0
5	CSc1sc(C#N)c2c1/C(=N\O)CCC2	-2	-3	-0.5	29	-3	85	19	-1	2.0
6	COc1ccccc1CCNC(=O)/C(=C/c1cccnc1)NC(=O)c1ccccc1	5	-10	-3.7	-18	-3	107	20	5	-2.2
7	CCOc1ccc(C(O)(c2ccccc2OC)C(CN2CCCC2)c2ccccc2)cc1 (stereo unspecified)	8	14	-1.9	24	-5	100	-5	-17	-2.2
8	O=S(=O)(Nc1ccc2c(c1)OCO2)c1ccc(Br)s1	2	1	-2.7	3	-4	101	19	6	-2.6
9	COc1cc(Nc2ncnc(N)n2)cc(OC)c1	-4	-3	-0.8	-16	-2	101	-5	-2	-2.2
10	CC1CC(C)(C)NC(=S)N1CCC(=O)NCc1ccc(Cl)cc1 (stereo unspecified)	-3	-5	-1.3	28	14	95	-2	-2	-2.7
11	Cc1cccn2c(=O)c3cc(C(=O)NCC4CCCO4)c(=N)n(Cc4cccnc4)c3nc12 (stereo unspecified)	6	9	-2.6	-42	-10	103	32	11	1.9
12	CN(C(=O)c1ccncc1)C1CCCN(Cc2ccccc2F)C1 (stereo unspecified)	3	-5	-1.3	35	0	97	-1	-5	-2.6
13	COc1cc(NC(=O)CSc2nnc(C)s2)cc(OC)c1OC	-3	-9	-3.2	-25	-4	107	8	1	-2.0
14	O=C(NCc1n[nH]c(=S)n1Cc1ccccc1)c1ccc(Cl)cc1Cl	-4	-13	-4.0	53	-7	101	-8	-7	-1.2
15	O=C(NCc1cccnc1)C1CC(c2ccc(Cl)c(Cl)c2)=NO1 (stereo unspecified)	-1	-16	4.2	-18	4	99	9	-12	0.2
16	CCN1C(=O)CC(N2CCN(CC(=O)NC(C)C)CC2)C1=O (stereo unspecified)	1	0	-2.0	24	-10	101	11	2	-1.6
17	CC(C)CC(=O)Nc1ccc(C(=O)COc2ccc(-c3nnco3)cc2)cc1	9	-21	-4.3	1	8	101	24	0	-3.5
18	CCOC(=O)CSC1=N/C(=C/c2ccc(-n3cncn3)cc2)C(=O)N1C(C)=O	0	-12	-3.7	-6	8	103	-2	-6	1.0
19	c1ccc(CCNc2c3c(nc4ncnn24)CCC3)cc1	0	-14	-1.4	7	-34	98	1	2	-1.2
20	Cc1ccc(CN(CC(=O)NC2CCCC2)C(=O)CSc2nnc(COc3ccccc3)o2)cc1	-1	-10	-1.2	-3	13	104	14	10	4.1
21	O=C(Nc1ccccc1C(=O)Nc1nncs1)c1ccccc1	9	-4	-1.9	37	-3	86	11	-5	-0.9
22	Cc1nc(NC(=O)c2ccccc2)sc1-c1csc(NCCc2ccccc2)n1	3	-5	-4.9	62*	-7	49*[inhibitor]	8	-4	-0.1
23	CN(C)c1ccc(C(=O)N2CCN(c3cc(C(F)(F)F)nc4ccccc34)CC2)cc1	0	-34	-3.2	18	-6	100	2	-2	-0.7
24	CCOc1ccc(NC(=O)C2CC(=O)NC(N3CCc4ccccc43)=N2)cc1 (stereo unspecified)	4	-1	-4.3	-16	-6	94	12	2	-2.4
25	CC(Oc1cccc(Cl)c1)C(=O)Nc1ccncc1 (stereo unspecified)	-1	-2	-3.5	40	-17	103	6	-6	-3.2
26	COc1cccc(C(=O)CSc2nnc(CNS(=O)(=O)c3ccc(C)cc3)n2C)c1	-3	-26	0.2	-34	4	103	9	-3	0.4
27	COc1ccccc1OCc1ccc(C(=O)N2CCCCC2)o1	-6	-31	1.9	45	-6	93	1	7	0.9
28	O=C(CSc1nnnn1-c1ccccc1)N1CCNC1=O	1	-3	-1.1	5	-2	100	8	-3	3.6

Reformatted: entries from further up.
Second line of a record: IDE cell activ | DNA FID counter | IMP-1 inh | PHOSPHO1 inh | pCIP destab | MEKK3 PB1 HTS | SUMO HTRF inh | NS3 helicase inh | VIM-2 inhibitor
(2) O=[N+]([O-])C(=C1SCCS1)C(=C(Cl)Cl)N1CCCCC1
    -5 | 7 | -2.3 | -17 | -2 | 102 | 2 | 5 | -1.5
(13) COc1cc(NC(=O)CSc2nnc(C)s2)cc(OC)c1OC
    -3 | -9 | -3.2 | -25 | -4 | 107 | 8 | 1 | -2.0
(19) c1ccc(CCNc2c3c(nc4ncnn24)CCC3)cc1
    0 | -14 | -1.4 | 7 | -34 | 98 | 1 | 2 | -1.2
(18) CCOC(=O)CSC1=N/C(=C/c2ccc(-n3cncn3)cc2)C(=O)N1C(C)=O
    0 | -12 | -3.7 | -6 | 8 | 103 | -2 | -6 | 1.0
(8) O=S(=O)(Nc1ccc2c(c1)OCO2)c1ccc(Br)s1
    2 | 1 | -2.7 | 3 | -4 | 101 | 19 | 6 | -2.6
(14) O=C(NCc1n[nH]c(=S)n1Cc1ccccc1)c1ccc(Cl)cc1Cl
    -4 | -13 | -4.0 | 53 | -7 | 101 | -8 | -7 | -1.2

These rows are one share of the data; the hit share may differ from the screen's.
